# JMJD2A Tudor: qHTS Assay for Inhibitors of JMJD2A-Tudor Domain; AlphaScreen JMJD2A-Tudor / H3K4me3 peptide binding; Potency, µM (doses to about 114 µM), inactives show top-dose activity change, negative = inhibition, usual class: inhibitors; 390,000 compounds, 4.4% hits; note: potency is the fitted concentration of half-maximal effect; % is set by controls: 0 for no effect and ±100 for the full control effect; nearly all actives have a fitted effect of over 50% in size
# RGS4 inhibitor: Inhibitors of Regulator of G Protein Signaling (RGS) 4: qHTS; Transcreener GDP fluorescence polarization, RGS4-accelerated GTP hydrolysis; Regulator of G-protein signaling 4 (Homo sapiens), P49798; 390,000 compounds, 0.039% hits; Potency, µM (top dose mostly 114 µM), for inactives: at the highest dose activity change, negative = inhibition, hits mostly inhibitors; note: potency is the fitted concentration of half-maximal effect; % is set by controls: 0 for no effect and ±100 for the full control effect; nearly all actives have a fitted effect of over 75% in size; some results filed as inactive show a strong effect at the top dose
#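 MLSMR compounds (23 nl, pin-transferred) preincubated 10 min at room temperature with a 500nM (2x) first reagent, then RGS4 at 900nM (2x) plus Transcreener GDP mix added; fluorescence polarization (620/688 nm) read before and after 90 min at 30 °C.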
# GLS inhibitor: qHTS for Inhibitors of Glutaminase (GLS); Glutaminase kidney isoform, mitochondrial (Homo sapiens), O94925; GLS enzymatic activity, qHTS titration; Potency, µM (titrated, usually from 45.5 µM), without a hit: top-dose activity change, negative = inhibition, actives largely listed as inhibitors; 410,000 compounds, 0.21% hits; note: potency is the fitted concentration of half-maximal effect; % is set by controls: 0 for no effect and ±100 for the full control effect
#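 Compounds were pin-transferred onto hKGA, after which L-glutamine (1 mM solution) and a detection mix of glutamate oxidase, HRP and Amplex Red were added. Initial and 30 min RT fluorescence reads were collected.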
# BAZ2B block: qHTS Assay for Inhibitors of BAZ2B. Bromodomain adjacent to zinc finger domain protein 2B (Homo sapiens), Q9UIF8. AlphaScreen BAZ2B-H3K14Ac peptide displacement. AID 504333, 2011. Potency, µM (series often up to 114 µM), without a hit: at the top dose activity change, negative = inhibition, hits mostly inhibitors. 360,000 compounds, 4.4% hits; note: potency is the fitted concentration of half-maximal effect; % is set by controls: 0 for no effect and ±100 for the full control effect; nearly all actives have a fitted effect of over 60% in size
# Target sequence (Q9UIF8 whole entry, looked up, the tested form may be a part): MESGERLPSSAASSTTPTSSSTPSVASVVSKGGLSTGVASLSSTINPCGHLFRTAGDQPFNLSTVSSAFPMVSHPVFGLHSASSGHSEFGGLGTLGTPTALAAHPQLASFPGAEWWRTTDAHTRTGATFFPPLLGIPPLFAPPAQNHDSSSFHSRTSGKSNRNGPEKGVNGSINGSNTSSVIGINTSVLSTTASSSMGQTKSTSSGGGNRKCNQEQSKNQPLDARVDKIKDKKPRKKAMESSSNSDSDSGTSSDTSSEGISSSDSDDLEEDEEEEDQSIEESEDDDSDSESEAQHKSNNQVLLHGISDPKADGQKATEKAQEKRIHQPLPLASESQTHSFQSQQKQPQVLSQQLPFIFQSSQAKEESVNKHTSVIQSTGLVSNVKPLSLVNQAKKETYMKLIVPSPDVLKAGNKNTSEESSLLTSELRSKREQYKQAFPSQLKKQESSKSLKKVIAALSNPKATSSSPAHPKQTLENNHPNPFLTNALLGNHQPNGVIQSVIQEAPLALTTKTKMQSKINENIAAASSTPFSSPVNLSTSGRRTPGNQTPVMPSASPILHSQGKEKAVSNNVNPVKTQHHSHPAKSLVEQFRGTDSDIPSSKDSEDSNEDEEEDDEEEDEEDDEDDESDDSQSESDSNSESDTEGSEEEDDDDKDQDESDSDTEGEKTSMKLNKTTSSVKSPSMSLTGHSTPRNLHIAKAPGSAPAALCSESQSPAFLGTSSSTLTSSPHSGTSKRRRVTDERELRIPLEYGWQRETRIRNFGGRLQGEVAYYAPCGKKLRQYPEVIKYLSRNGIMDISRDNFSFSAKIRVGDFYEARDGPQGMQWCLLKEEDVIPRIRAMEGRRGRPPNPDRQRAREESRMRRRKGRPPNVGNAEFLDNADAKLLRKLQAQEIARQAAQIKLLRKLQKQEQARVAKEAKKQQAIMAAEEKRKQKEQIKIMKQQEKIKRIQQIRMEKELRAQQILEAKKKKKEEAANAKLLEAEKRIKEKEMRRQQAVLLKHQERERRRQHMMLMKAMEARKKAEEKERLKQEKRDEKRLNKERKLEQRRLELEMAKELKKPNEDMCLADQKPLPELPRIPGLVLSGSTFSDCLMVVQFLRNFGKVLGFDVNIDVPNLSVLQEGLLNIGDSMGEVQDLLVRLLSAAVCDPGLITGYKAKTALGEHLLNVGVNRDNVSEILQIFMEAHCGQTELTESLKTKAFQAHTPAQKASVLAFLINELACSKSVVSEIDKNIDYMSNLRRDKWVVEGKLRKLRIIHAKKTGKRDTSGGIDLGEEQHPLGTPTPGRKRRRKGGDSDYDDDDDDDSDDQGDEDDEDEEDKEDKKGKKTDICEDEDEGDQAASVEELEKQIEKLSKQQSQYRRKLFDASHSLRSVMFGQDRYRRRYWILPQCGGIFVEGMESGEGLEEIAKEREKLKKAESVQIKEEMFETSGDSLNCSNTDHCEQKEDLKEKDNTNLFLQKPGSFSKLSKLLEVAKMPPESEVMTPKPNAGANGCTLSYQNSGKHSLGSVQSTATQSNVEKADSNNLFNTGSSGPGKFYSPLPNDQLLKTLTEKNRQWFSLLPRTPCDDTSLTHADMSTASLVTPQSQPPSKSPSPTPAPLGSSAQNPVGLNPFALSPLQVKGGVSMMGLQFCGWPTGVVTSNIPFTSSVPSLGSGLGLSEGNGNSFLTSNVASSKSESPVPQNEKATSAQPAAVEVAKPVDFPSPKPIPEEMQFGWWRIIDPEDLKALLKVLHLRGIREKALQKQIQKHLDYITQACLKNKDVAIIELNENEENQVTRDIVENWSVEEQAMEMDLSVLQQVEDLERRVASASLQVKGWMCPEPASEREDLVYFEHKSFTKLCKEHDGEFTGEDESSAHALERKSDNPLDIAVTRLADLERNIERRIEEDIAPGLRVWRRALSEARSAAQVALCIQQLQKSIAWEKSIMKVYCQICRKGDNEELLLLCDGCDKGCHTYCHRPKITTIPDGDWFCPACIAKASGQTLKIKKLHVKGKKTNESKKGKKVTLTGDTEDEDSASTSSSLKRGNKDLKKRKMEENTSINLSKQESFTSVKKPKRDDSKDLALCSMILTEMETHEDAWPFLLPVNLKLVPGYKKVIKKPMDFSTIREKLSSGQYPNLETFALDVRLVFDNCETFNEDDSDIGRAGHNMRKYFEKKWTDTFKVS
#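 Complex of BAZ2B and biotin-H3K14Ac (50 nM apiece) forms over 30 min at RT, then faces library compounds up to 110 uM for another 30 min; AlphaScreen beads added, 20 min dark incubation, luminescence read.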
# 12-LOX inh: Primary qHTS assay for inhibitors of human arachidonate 12S-lipoxygenase (ALOX12): Round 2. Polyunsaturated fatty acid lipoxygenase ALOX12 (Homo sapiens), P18054. purified 12hLO, xylenol orange hydroperoxide absorbance. Potency, µM (top dose mostly 108 µM), for inactives: at the top dose activity change, negative = inhibition, usual class: inhibitors. 580,000 compounds, 1.1% hits; note: potency is the fitted concentration of half-maximal effect; % is set by controls: 0 for no effect and ±100 for the full control effect
#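 Purified human 12hLO (150 nM final) in 25 mM Hepes, 0.01% Triton X-100, pH 7.0 was preincubated 15 min at room temperature with compound. Then 40 uM arachidonic acid was added, 30 min. Hydroperoxide was read by Fe-XO absorbance ratio 573/405 nm.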
# PI4K2A inh: qHTS for small molecular inhibitors of PI4K2A; Phosphatidylinositol 4-kinase type 2-alpha (Homo sapiens), Q9BTU6; purified PI4K2A, ADP-Glo luminescence, 1 h; active compounds read low; activity change, negative = inhibition, % at 76.9 µM; 420,000 compounds, 0.13% hits; AID 1346378, 2018; in the data active = activity change below about -50%; inconclusive = mostly about -30% to -49%;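 note: -100% = wells without enzyme as full effect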
#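 PI4K2A activity was measured by ADP-Glo luminescence: enzyme (4 ug/mL stock) and phosphatidylinositol (1.2 mM stock) in Tris pH 7.5/MgCl2/EGTA/Triton X-100 buffer were reacted with ATP (300 microM stock) for one hour at ambient temperature.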
# G9a inh: qHTS Assay for Inhibitors of Histone Lysine Methyltransferase G9a. 350,000 compounds, 8.8% hits. Histone-lysine N-methyltransferase EHMT2 (Homo sapiens), Q96KQ7. Potency, µM (series often up to 102 µM), without a hit: top-dose activity, negative = inhibition, hits mostly inhibitors. G9a H3K9 monomethylation, AlphaScreen, 2 h; note: potency is the fitted concentration of half-maximal effect; % is set by controls: 0 for no effect and ±100 for the full control effect; nearly all actives have a fitted effect of over 75% in size
#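 Using a bead-based AlphaScreen, monomethylated H3K9 product from 2 h room-temperature reactions (G9a 20 nM, peptide 500 nM, SAM 20 uM) was detected with 0.5 ug/mL rabbit anti-H3K9me1 antibody.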
# HP1b chromo inh: HTS for Inhibitors of HP1-beta Chromodomain Interactions with Methylated Histone Tails | Potency, µM (doses to about 114 µM), inactives show at the top dose activity change, negative = inhibition, hits mostly inhibitors | AID 540317, 2011 | 390,000 compounds, 0.56% hits | Chromobox protein homolog 1 (Homo sapiens), P83916 | AlphaScreen HP1-beta / biotin-H3K9me3 peptide binding; note: potency is the fitted concentration of half-maximal effect; nearly all actives have a fitted effect of over 70% in size; inactives centre near 23
#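 HP1-beta protein (50 nM final) preincubated 30 min at room temperature with biotinylated H3(1-18)K9me3 peptide (50 nM) in PBS pH 7.4, 0.01% Tween-20, then compound added for 30 min. AlphaScreen streptavidin donor/nickel chelate acceptor beads (10 ug/mL final), 30 min dark, luminescence read.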
# ERG-DNA inh: qHTS for Small Molecule Inhibitors of the ERG Ets/DNA interaction. fluorescence polarization, His-ERG Ets domain / labelled DNA. AID 624246, 2012. 370,000 compounds, 0.028% hits. Potency, µM (top dose mostly 76.9 µM), without a hit: top-dose FP activity, negative = inhibition, actives largely listed as inhibitors; active = well fitted inhibition curve with a large enough effect in the polarisation, with a control signal flat; inconclusive = small, poorly fitted or top-dose-only effect, or effect the other way, or a change in a side signal; inactive = no such curve, though single readings can be large or run the other way; the % refers to the polarisation;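 note: polarization taken with two DNA probes labelled with fluorescein and Texas red; potency is the fitted concentration of half-maximal effect; % of control where 0% means no effect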
#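 His-tagged ERG Ets domain (1 uM in the protein solution; 300mM KCl, 50mM Tris-HCl, 1mM EDTA, 1mM DTT, pH 7.5) received compound, then a probe mix of 5 nM fluorescein-DNA and 100nM Texas-615-DNA. Fluorescence polarization was read for both dyes.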
# An asterisk follows results filed as active; ? = inconclusive; . = no result given; & = joins results of further samples; [ ] = another dose, or the depositor's remark. Unless noted, calls come from the whole dose curve; as a rule, active = well fitted curve in the direction sought with a large enough effect; inconclusive = small, poorly fitted or top-dose-only effect, or another doubt; inactive = no such curve, though single readings can be large; an effect the other way counts as inactive or inconclusive.
1. O=C(CN1C=NS(=O)(=O)c2ccccc21)Nc1ccccc1F
2. Cc1ccc(-n2ncc3c(NCCCN4CCCC4=O)ncnc32)c(C)c1
3. COc1ccc(-n2ncc3c2CC(C)(C)CC3NC(=O)c2ocnc2C)cc1 (stereo not drawn)
4. COc1ccc(-c2nc(C)c(CCNC(=O)c3ccc(F)c(F)c3)s2)cc1
5. O=C(NCc1ccccc1)NC1(C(=O)N2CCCC2)CCCCC1
6. CCC(=O)OCC(=O)Nc1cc([N+](=O)[O-])ccc1Cl
7. Cn1cccc1-c1cc(C(=O)N/N=C/c2cc(Br)ccc2O)[nH]n1
8. Nc1nnc(CCc2ccccc2)s1

entry no.	1	2	3	4	5	6	7	8
JMJD2A Tudor	-27%	-21%	-22%	-15%	6%	-12%	-11%	-15%
RGS4 inhibitor	28%	?	-14%	4%	5%	22%	-22%	23%
GLS inhibitor	-10%	3%	4%	5%	2%	4%	-1%	-1%
BAZ2B block	1%	5%	-6%	-1%	-9%	-2%	6%	58%[activator]
12-LOX inh	-19%	-13%	1%	-1%	-27%	-18%	?	-15%
PI4K2A inh	-1	-7	4	0	1	-13	-1	-3
G9a inh	1%[59 µM]	18%	48%	12%[59 µM]	-3%	-4%	0%[59 µM]	27%[59 µM]
HP1b chromo inh	6%	-7%	18%	20%[57 µM]	31%	-15%	50%[activator]	19%
ERG-DNA inh	-9%	4%	10%	-3%	-7%	7%	10%	-7%

9. COc1ccc(Br)cc1CNC(=O)c1ccc(-n2c(C)cc3c2CCC(C)C3)cc1 (stereo not drawn)
10. COc1cc(NC(=O)c2cc3nc(-c4ccc(C)cc4)cc(C(F)(F)F)n3n2)cc(OC)c1OC
11. Cc1ccccc1S(=O)(=O)Cc1ccc(C(=O)N2CCN(c3cccc(Cl)c3)CC2)o1
12. Cc1ccc(-c2noc(CCC(=O)NCc3ccco3)n2)cc1
13. COc1ccc(/C=N/NC(=O)C(=O)NCc2cccnc2)cc1
14. COc1ccccc1CNS(=O)(=O)c1ccc2c(c1)N(C(C)=O)CCO2
15. CCOC(=O)n1cc(C(=O)c2ccccc2O)cn1
16. CC(=O)N1CCN(c2ccc(Nc3nc(C)nc4c3oc3ccccc34)cc2)CC1

entry no.	9	10	11	12	13	14	15	16
JMJD2A Tudor	-28%	-19%	-28%	-15%	13%	-25%	-16%	-23%
RGS4 inhibitor	-32%	1%	1%	8%	-2%	-35%[56.9 µM]	20%	-19%
GLS inhibitor	-7%	14%	23%	-4%	1%	0%	1%	-21%
BAZ2B block	-13%	-2%	?	?	-5%	-30%	0%	.
12-LOX inh	-11%	-27%	-6%	?	7%	6%	-4%	?
PI4K2A inh	4	3	-2	1	6	0	-2	1
G9a inh	-8%[59 µM]	-10%[59 µM]	-35%[59 µM]	?	11%[59 µM]	46%[activator]	-16%	?
HP1b chromo inh	13%	3%	7%	11%	26%	7%	20%	2%
ERG-DNA inh	1%	0%	2%	-14%	-2%	3%	4%	4%

17. CC(C)Nc1nc(NC(C)C)nc(N(C)n2cnnc2)n1
18. COC(=O)C1(C(=O)OC)C(C(=O)c2ccccc2)C1c1ccccc1 (stereo not drawn)
19. O=C(O)C1(P(=O)(c2ccc(Cl)cc2)c2ccc(Cl)cc2)CCCC1
20. COc1ccccc1NC(=O)C(C)OC(=O)C1CCN(S(=O)(=O)c2ccccc2C(F)(F)F)CC1 (stereo not drawn)
21. CCn1c(=O)c([N+](=O)[O-])c(NC2CCS(=O)(=O)C2)c2ccccc21 (stereo not drawn)
22. CCOC(=O)c1c(CN2CCOCC2)n(C)c2cc(Br)c(O)c(CN(C)C)c12
23. CCNc1ccc(S(=O)(=O)N(C)C)cc1NCC(=O)Nc1ccc(F)c(Cl)c1
24. CCOc1ccc(-c2n[nH]c(C)c2Oc2ccc(OC)cc2)c(O)c1

entry no.	17	18	19	20	21	22	23	24
JMJD2A Tudor	-18%[11.4 µM]	-3%	-11%	-12%	-2%	-15%&-29%	?	-28%
RGS4 inhibitor	0%[11.4 µM]	5%	-1%	24%	8%	-18%&-30%	?	-29%
GLS inhibitor	-16%	-2%	5%	-3%	-8%	0%&0%	24%	11%
BAZ2B block	-3%	.	-15%	.	8%	?	?	-1%
12-LOX inh	0%	?	-2%	254%[activator]	?	?	-6%	0%
PI4K2A inh	-5	3	-2	3	5	2&-27	1	-9
G9a inh	-4%	.	-28%	.	.	11µM*	50µM*	-6%[12.7 µM]
HP1b chromo inh	31%	39%	17%	31%	32%	-6%&44%	?	8%
ERG-DNA inh	-1%	0%	8%	12%	-8%	-14%&-11%	15%	-1%

25. COc1ccc2c(c1OC)C(=O)OC2N1C(=O)CC[C@H]1C(=O)Nc1ccc(F)cc1F (stereo partly drawn)
26. COc1cc2ncc(C(=O)c3ccccc3)c(N3CCN(Cc4ccccc4)CC3)c2cc1OC
27. COCC(=O)N(Cc1cc2cc(OC)ccc2[nH]c1=O)c1ccccc1OC
28. COc1ccccc1C(CCNCc1ccc(N(C)C)cc1)c1ccc(OC(C)C)cc1 (stereo not drawn)
29. CC1CN(C(=O)c2cc(-c3ccc(Cl)s3)nc3ccccc23)CC(C)O1 (stereo not drawn)
30. Fc1ccc(C2=Nn3c(Cc4ccccc4F)nnc3SC2)cc1
31. CN1CCC[C@H]1CCNc1ccc2c(=O)c3ccccc3n(C)c2c1
32. COc1ccc(NC(=O)c2c(F)c(F)c(F)c(F)c2F)cc1Cl

entry no.	25	26	27	28	29	30	31	32
JMJD2A Tudor	-19%	22µM*	8%	13µM*	-3%	-18%	-28%	3%
RGS4 inhibitor	9%	-28%	-24%	-21%	12%	-9%	?	13%
GLS inhibitor	-9%	2%	-4%	16%	11%	6%	19%	17%
BAZ2B block	2%	?	5%	10µM*	5%	4%	.	7%
12-LOX inh	-10%	11%	0%	?	?	9%	11%	0%
PI4K2A inh	2	-8	-4	2	3	6	-12	-3
G9a inh	.	35µM*	-28%	18%[2.33 µM]	10%	.	.	-29%[12.7 µM]
HP1b chromo inh	37%	?	26%	?	53%[activator]	35%	4%	24%
ERG-DNA inh	-9%	3%	-12%	16%	-3%	3%	-4%	0%

# Copied from above for reference:
30. Fc1ccc(C2=Nn3c(Cc4ccccc4F)nnc3SC2)cc1
31. CN1CCC[C@H]1CCNc1ccc2c(=O)c3ccccc3n(C)c2c1
32. COc1ccc(NC(=O)c2c(F)c(F)c(F)c(F)c2F)cc1Cl

entry no.	30	31	32
JMJD2A Tudor	-18%	-28%	3%
RGS4 inhibitor	-9%	?	13%
GLS inhibitor	6%	19%	17%
BAZ2B block	4%	.	7%
12-LOX inh	9%	11%	0%
PI4K2A inh	6	-12	-3
G9a inh	.	.	-29%[12.7 µM]
HP1b chromo inh	35%	4%	24%
ERG-DNA inh	3%	-4%	0%

# The listing continues.
33. COc1ccc(N=Nc2[nH]c3ccc(C)cc3c2O)cc1
34. COc1cc(C2NC(=O)NC(C)=C2C(=O)OCC2CCCO2)cc(OC)c1OC (stereo not drawn)
35. O=C(CC(Nc1ccc(F)cc1)c1ccccc1)c1ccccc1 (stereo not drawn)
36. COc1ccc(NC(=O)c2ccc3nc(-c4ccccc4)c(-c4ccccc4)nc3c2)c(OC)c1
37. CCOc1cc(CN2CCC(CO)(Cc3cccc(C(F)(F)F)c3)CC2)ccc1OC
38. CCCCN(C)c1ncnc2c1cnn2-c1cccc(Cl)c1
39. CSc1ncccc1C(=O)OC(C)C(=O)Nc1cccc(S(=O)(=O)N2CCOCC2)c1 (stereo not drawn)
40. O=C(Oc1cccc(NC(=O)c2cccs2)c1)c1cccc(S(=O)(=O)N2CCCC2)c1

entry no.	33	34	35	36	37	38	39	40
JMJD2A Tudor	4%	-10%	-5%	-12%	-10%	35%[activator]	-5%	-8%
RGS4 inhibitor	-3%	20%	2%	3%	-14%	30%	-31%	-2%
GLS inhibitor	-8%	1%	0%	4%	-1%	-13%	-10%	-10%
BAZ2B block	?	-18%	-4%	-18%	3%	129%[activator]	.	8%
12-LOX inh	?	-1%	0%	3%	15%	?	-9%	-16%
PI4K2A inh	4	2	-1	-6	-2	0	-2	4
G9a inh	11µM*	12%	-10%	5%[59 µM]	5%	85%[activator][59 µM]	.	-8%[59 µM]
HP1b chromo inh	24%	23%	38%	22%	37%	155%[activator]	22%	22%
ERG-DNA inh	-5%	-4%	-16%	-1%	-14%	-4%	-5%	-11%

# Screening data deposited in PubChem BioAssay by National Center for Advancing Translational Sciences (NCATS).

# Only part of the results is shown; rates above refer to the full screens.
